Compound activity as filed in PubChem.
UTI89 phage lysis: protection from phage-mediated lysis, alamar blue read-out – E. coli UTI89, K1F phage, bacterial capsule biogenesis inhibitors (AID 488966). E. coli UTI89 K1F phage lysis, alamar blue, 2 h; higher % means a stronger effect. inhibition, % at 100 µM; hits with a dose series show IC50 in µM. 340,000 tested, 0.02% active;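 active means phage lysis inhibition, versus mean bacterial control, above a set limit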;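 further: capsule biogenesis inhibitors block K1F phage lysis so surviving cells raise fluorescence; higher fluorescence means more inhibition of phage lysis; actives were called in the ten point dose series up to 300 µM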
The depositor's hits bear a star; & = joins results of further samples; [ ] = another dose, or the depositor's remark.

entry	molecule	UTI89 phage lysis
1	O=C(NNC(=O)C1CC(=O)N(Cc2ccccc2)C1)c1ccc(F)cc1 (stereo not given)	1.2%[50 µM]
2	CCN(CC(=O)Nc1c(F)cccc1F)C(=O)CSCc1c(C)noc1C	1.4%[50 µM]
3	CN(C)c1ccc(NC(=O)CN2CCN(c3ccc(F)cc3)CC2)cc1	1.6%
4	N=c1c(S(=O)(=O)c2ccccc2)cc2c(=O)n3ccccc3nc2n1C1CCCC1	0.2%
5	COc1ccc(-c2nnc3n2CCCCC3)cc1OC	0.1%
6	CCCCN1C(=N)N([C@@H](C)CN2CCC[C@H]2CN2C(N)=NC[C@H]2C(C)C)C[C@H]1[C@H](C)CC	-0.1%
7	CCOC(=O)C1CCN(CC(=O)c2c(C)n(C)c3ccc(OC)cc23)CC1	0.3%
8	COc1ccc(N2CCN(c3cc(C)nc4ccc(OC)cc34)CC2)cc1	-0.1%
9	COc1ccc(OC)c(S(=O)(=O)CC(O)CS(=O)(=O)c2ccccc2)c1 (stereo not given)	0.0%[50 µM]
10	CN(C)S(=O)(=O)c1cccc(COC(=O)c2cc([N+](=O)[O-])ccc2N2CCOCC2)c1	0.6%[50 µM]
11	CCc1ccccc1N(CC(=O)NC(C)C)C(=O)CCC(=O)Nc1nccs1	-1.4%
12	CCS(=O)(=O)c1nc(S(=O)(=O)c2ccc(Cl)cc2)c(NCCN2CCOCC2)s1	-0.1%
13	CC(=O)c1ccc(N2CCN(C(=O)c3nn(C)c4c3CS(=O)(=O)c3ccccc3-4)CC2)cc1	0.4%
14	CC(=O)Nc1ccc(S(=O)(=O)NCc2nc(-c3ccccc3Cl)no2)cc1	-0.1%
15	CCOC(=O)c1cnc2c(C)cc(C)cc2c1NCCCN1CCOCC1	-0.2%
16	COc1ccc(N(CC(=O)Nc2ccc(C)c(F)c2)S(=O)(=O)c2c(C)noc2C)cc1	0.3%
17	COc1cc(C(=O)Nc2nnc(CC(=O)NCc3ccccc3)s2)cc(OC)c1OC	0.2%[50 µM]
18	Cc1ccc2c(c1)C(=O)C(=O)N2Cc1ccccc1	1.4%
19	O=S(=O)(c1ccc(F)cc1)N1CCc2ccccc21	-2.0%
20	CN(C)S(=O)(=O)N1CCC(n2nccc2NC(=O)CCCc2ccccc2)CC1	-0.1%
21	COc1cccc(N2C(=O)CC(N3CCN(S(=O)(=O)c4ccccc4[N+](=O)[O-])CC3)C2=O)c1 (stereo not given)	3.8%
22	CCN(CC)C(=O)c1ccccc1NC(=O)CN1C(=O)c2ccccc2S1(=O)=O	-0.1%
23	CN(Cc1ccccc1)C(=O)c1ccc(NC(=O)Cc2ccc(NC(=O)C3CCN(C(=O)c4ccccc4)CC3)cc2)cc1	0.1%
24	CC1(c2ccc(OC(F)F)cc2)NC(=O)N(CC(=O)Nc2cccc(F)c2)C1=O (stereo not given)	-0.1%
25	Cc1ccc2c(CN(C)Cc3cccc(F)c3)cc(=O)oc2c1C	-0.1%
26	Cc1ccc(C)c(S(=O)(=O)/N=C2\C=C(NS(=O)(=O)c3ccccc3)C(=O)c3ccccc32)c1	-0.1%
27	O=C(Nc1ccc(C(=O)N2CCOCC2)cc1)C1CCCC1	0.2%
28	Cc1cc(C)c(O)c(NC(=S)NC(=O)Cc2ccccc2)c1	0.3%
29	O=c1cc(CN2CCOCC2)c2cc(Cl)c(O)cc2o1	0.0%
30	COc1cccc(NC(=O)CN(C)C(=O)Cn2cnc3ccccc3c2=O)c1	1.6%[50 µM]
31	CCc1noc(C)c1C(=O)OCC(=O)N(CCOC)c1c(N)n(Cc2ccccc2)c(=O)[nH]c1=O	1.9%[50 µM]
32	COc1ccc(NC(=O)NNS(=O)(=O)c2ccc(Br)cc2)cc1	2.3%[50 µM]
33	Cc1ccc(NC(=O)Nc2ccccc2F)cc1S(=O)(=O)N1CCOCC1	-0.1%[50 µM]
34	CCOC(=O)c1ccc(NC(=O)c2ccc[n+]([O-])c2)cc1	1.5%
35	Cc1cccc(NC(=O)c2cccc(N3C(=O)C4CCC(C)CC4C3=O)c2)c1C (stereo not given)	0.1%
36	COc1cc2nc(NC(=O)c3ccc(Cl)cc3)sc(=O)c2cc1OC	0.2%
37	O=C(CCOc1ccccc1)Nc1ccnn1C1CCN(Cc2ccccc2)CC1	-0.9%[50 µM]
38	O=C(C1CCN(S(=O)(=O)c2ccccc2F)CC1)N1CCN(Cc2ccc3c(c2)OCO3)CC1	-0.7%
39	COc1cccc(-c2nnn(CC(=O)N3CCC(C)CC3)n2)c1	0.0%
40	COc1cccc(C(=O)CN2C(=O)C(C)(C)Oc3ccc(C(=O)N4CCOCC4)cc32)c1	-0.5%
41	COc1cccc2[nH]c(=O)c(-c3ccccc3)cc12	0.2%
42	O=S(=O)(Nc1ccccc1F)c1cccc(NC(=S)NCCN2CCOCC2)c1	0.3%[50 µM]
43	O=C(OCCc1cc2ccccc2c(=O)o1)c1ccco1	-1.3%
44	COc1ccc(OC[C@@H](O)CNC(=O)c2cccc3c2C(=O)c2ccc(Cl)cc2S3(=O)=O)cc1	-0.7%
45	COc1ccc(OC)c(N(CC(=O)NCCSCc2ccc(C)cc2)S(C)(=O)=O)c1	-1.0%
46	Cc1cc(C(=O)Nc2ccc(Cl)cc2)on1	-1.1%[50 µM]
47	CCOC(=O)c1ccccc1NC(=O)COC(=O)CN1C(=O)C2CC=CCC2C1=O (stereo not given)	-0.1%
48	Clc1ccc(CNc2ncnc3[nH]ncc23)c(Cl)c1	-1.4%
49	COc1ccc(C(=O)OCC(=O)Nc2ccc3[nH]c(=O)[nH]c3c2)c(OC)c1OC	0.5%[50 µM]
50	C[C@H](CO)N1C[C@H](C)[C@@H](CN(C)S(=O)(=O)c2cn(C)cn2)Oc2ccc(NC(=O)NC3CCCCC3)cc2C1=O	0.2%
51	CC[C@@]1(C(=O)OC)N[C@H](CN(C)C(=O)Nc2ccc(C(F)(F)F)cc2)[C@@H]2C(=O)N(C)C(=O)[C@@H]21	1.6%
52	O=C(Nc1ccccc1N1CCN(C(=O)c2ccccc2)CC1)c1ccco1	0.3%
53	CCOC(=O)C1=CC[C@H]2c3c(c4ccccc4n3C)C(=O)C1N2C	-0.7%
54	Cn1c2ccccc2c2cc(/C=N/NC(=O)c3cc(O)ccc3O)ccc21	2.7%
55	C/C(=N\NC(=O)c1ccco1)c1cc(Cl)sc1Cl	-0.1%
56	Cc1c2cnn(CC(=O)NCc3ccccn3)c(=O)c2c(C)n1Cc1ccccc1	-0.5%
57	Cc1nn(CC(=O)NCCCN2CCC(N3CCCCC3)CC2)c(=O)c2cc(-c3ccccc3)nn12	4.2%
58	Cc1csc(CNc2ncnc3ccc(-c4ccoc4)cc23)c1	2.1%
59	Cc1ccc(NC(=O)NCc2ccccn2)cc1Cl	0.1%
60	Cc1ccc(S(=O)(=O)Cc2ccc(C(=O)NC3CCCC3)o2)cc1	0.4%

Next section
entry	molecule	UTI89 phage lysis
61	O=C(c1cc(C2CC2)nn1-c1ccccc1)N1CCN(Cc2ccccc2F)CC1	0.7%[50 µM]
62	CCC(NC(=O)CSc1nnnn1C1CC1)c1ccc(Br)cc1 (stereo not given)	0.3%[50 µM]
63	CN(C)CC(C)(C)CNc1ccc(S(=O)(=O)N2CCCC2)cn1	-0.5%
64	CCC1Oc2ccc(C)cc2N(CC(=O)N2CCCC2)C1=O (stereo not given)	0.6%
65	COc1ccc(NC(=O)c2ccc(-c3csc(C)n3)cc2)cc1	0.8%
66	O=C(NC(=S)Nc1ccccc1N1CCCCC1)c1ccc(F)cc1	-0.1%
67	Cc1ccc(/C=C/C(=O)OCC(=O)NC(=O)NCc2ccco2)cc1	0.4%[50 µM]
68	CCOC(=O)CN1C(=O)CSc2ccc(S(=O)(=O)N3CCOCC3)cc21	2.8%
69	CN(C)S(=O)(=O)c1ccc(N2CCCC2)c(C(=O)Nc2nccs2)c1	0.9%[50 µM]
70	O=C(NCCC1CCCC1)C1CCC(=O)N(CCCN2CCCC2=O)C1 (stereo not given)	0.2%
71	Cc1ccc(-c2noc(COC(=O)c3ccco3)n2)cc1	0.8%[50 µM]
72	O=C(N=C1SC2CS(=O)(=O)CC2N1c1ccccc1)c1ccccc1 (stereo not given)	1.3%
73	COc1cccc(N(CC(=O)NCCSCc2ccc(Cl)cc2)S(C)(=O)=O)c1	0.3%
74	COc1ccc(C2CC(c3cccc(F)c3)=NN2c2ccc(S(N)(=O)=O)cc2)cc1 (stereo not given)	0.2%
75	O=C(C=P(c1ccccc1)(c1ccccc1)c1ccccc1)c1ccccc1-c1ccccc1C(=O)C=P(c1ccccc1)(c1ccccc1)c1ccccc1	1.8%
76	CCOc1ccc(NC(=O)COC(=O)C2CC2C)cc1 (stereo not given)	-1.7%
77	CC(=O)Nc1ccc(Nc2cc(N(C)C)c3nonc3c2[N+](=O)[O-])cc1	-0.8%[50 µM]
78	CC(=O)c1ccc(NC(=O)CCCCCn2nnc3ccccc3c2=O)cc1	-0.1%
79	CC(=O)c1ccc(NC(=O)CNc2cc(S(=O)(=O)N3CCOCC3)ccc2N2CCCC2)cc1	1.4%[50 µM]
80	CCN(CC)S(=O)(=O)c1ccc(C(C)NC(=O)C2CCCN2C(=O)c2cccs2)cc1 (stereo not given)	0.1%[50 µM]
81	Cc1cccc(C(=O)NNS(=O)(=O)c2ccc(F)cc2)c1O	-1.4%
82	CCOc1ccc(-n2cc(C(=O)NCCOC)c3cc(OC)c(OC)cc3c2=O)cc1	0.0%
83	COc1ccc(NS(=O)(=O)c2cc(NC(=O)C3=NN(c4ccccc4)C(=O)CC3)ccc2OC)cc1	0.7%[50 µM]
84	COc1ccc(S(=O)(=O)N2CCCCCC2)cc1C(=O)N(C)CCOc1ccccc1	0.0%[50 µM]
85	Cc1ccc(/C=C2\SC(=S)N(CCCC(=O)Nc3cccc(C(=O)O)c3)C2=O)cc1	0.0%
86	CCc1ccc(S(=O)(=O)N2CCN(c3ncccn3)CC2)cc1	0.4%
87	COc1ccc(N2CCN(S(=O)(=O)CCNC(=O)COc3ccc(Cl)cc3)CC2)cc1	1.1%
88	CCCCCCCCCCOC(=O)Cn1c(COc2ccc(OC)cc2)[n+](C)c2ccccc21	-0.7%&-0.6%
89	CC(=O)Nc1ccc(NC(=O)COC(=O)CCNS(=O)(=O)c2c(Cl)cccc2Cl)cc1	0.2%[50 µM]
90	Cc1cc(C)cc(NC(=O)CCn2c(=O)c3cccn3c3ccccc32)c1	0.6%
91	COc1cc(C(C)=O)ccc1OCC(O)CNCC(O)c1ccccc1 (stereo not given)	0.1%
92	CC(C)(C)OC(=O)N1CCN(Cc2ccc(F)c(B(O)O)c2)CC1	0.2%
93	COc1ccc(CNC(=O)COc2ccccc2C(=O)c2cnn(-c3ccccc3)c2)cc1OC	2.5%[50 µM]
94	CC(O)CC(=O)NOCc1ccccc1 (stereo not given)	0.1%
95	CCOC(=O)C1=NNC(=O)C1	2.7%
96	COc1cccc(N(C(=O)Cc2cccs2)C(C(=O)NC2CCCC2)c2ccncc2)c1 (stereo not given)	0.3%
97	CC(=O)c1csc(-c2cccc(-c3nc4ccc(Cl)cn4c3NC3CCCCC3)c2)c1	-0.1%
98	COc1ccc(-c2nn(-c3ccccc3)cc2C(=O)NCC(c2cccs2)N2CCOCC2)cc1 (stereo not given)	-0.4%[50 µM]
99	CCn1c(SCC(=O)Nc2ccc(N3CCOCC3)cc2)nnc1-c1ccncc1	-0.1%
100	CC(=O)c1ccc(N2CCN(Cc3nc4ccccc4[nH]3)CC2)cc1	-0.1%
101	CCOc1ccc(NC(=S)N2C3CCCC2CC(NC(=O)C2CC2)C3)cc1 (stereo not given)	0.1%
102	COC(=O)[C@@H]1C[C@@H](C(=O)O)[C@H](C)C1(C)C	-0.5%
103	O=C(COC(=O)c1nc(Cl)ccc1Cl)NCc1ccc(Cl)cc1	0.0%[50 µM]
104	CCCCN1CC(=O)N2[C@@H]3c4cc(OC)ccc4OC[C@@H]3[C@H](C(=O)OCC)[C@]2(C)C1=O	-0.1%
105	C#CCOCCOCCOCCNc1nc(N2CCN(C(=O)C([C@@H](C)O)n3cc([C@@H](N)CCCCN)nn3)CC2)nc(N2CCN(C(=O)C([C@@H](C)O)n3cc([C@@H](N)CCCCN)nn3)CC2)n1 (stereo not given in full)	0.5%
106	Cc1onc(-c2ccccc2)c1C(=O)OCc1nnc(-c2ccccc2)o1	0.9%[50 µM]
107	COc1ccc(N(CC(=O)N2CCN(C)CC2)S(=O)(=O)c2ccccc2)cc1	-0.1%
108	Cc1cc(-c2nnc(SCC(=O)Nc3ccc(Cl)cn3)n2N)n[nH]1	0.3%
109	COc1ccc(C2(C)NC(=O)N(CC(=O)NCc3ccccc3F)C2=O)cc1 (stereo not given)	0.4%
110	COc1ccc(OCCC(=O)OCC(=O)Nc2cccc(S(=O)(=O)N3CCCCC3)c2)cc1	0.4%
111	Oc1ccc(C[C@@H]2CNCCN2CC2(c3ccccc3)CC2)cc1	1.8%
112	C/C=C1\COC(C(=O)NCc2ccncc2)(C(F)(F)F)C=C1C=C1CCCCC1 (stereo not given)	0.6%

Retrieved by structure from above, 7 records:
entry	molecule	UTI89 phage lysis
94	CC(O)CC(=O)NOCc1ccccc1 (stereo not given)	0.1%
106	Cc1onc(-c2ccccc2)c1C(=O)OCc1nnc(-c2ccccc2)o1	0.9%[50 µM]
99	CCn1c(SCC(=O)Nc2ccc(N3CCOCC3)cc2)nnc1-c1ccncc1	-0.1%
104	CCCCN1CC(=O)N2[C@@H]3c4cc(OC)ccc4OC[C@@H]3[C@H](C(=O)OCC)[C@]2(C)C1=O	-0.1%
98	COc1ccc(-c2nn(-c3ccccc3)cc2C(=O)NCC(c2cccs2)N2CCOCC2)cc1 (stereo not given)	-0.4%[50 µM]
103	O=C(COC(=O)c1nc(Cl)ccc1Cl)NCc1ccc(Cl)cc1	0.0%[50 µM]
91	COc1cc(C(C)=O)ccc1OCC(O)CNCC(O)c1ccccc1 (stereo not given)	0.1%

A portion of the library; count on the stated rates, not on these rows.
